Screening data: PubChem, several laboratories
Peg3 promoter = inhibitors of Peg3 promoter. HeLa PEG-Prom luciferase reporter, luminescence, overnight. 360,000 compounds, 1.7% hits. AID 588405. inhibition, % at 20 µM;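 active means inhibition of at least 50% at 20 µM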
hiPSC survival = hiPSC single-cell survival enhancement. ATPlite luminescence; 100% = ROCK inhibitor wells, 0% = DMSO. survival enhancement, % at 20 µM. 360,000 compounds, 0.044% hits. AID 602274; in the data active means survival enhancement above about 18%;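 further: cells exposed to compounds for 16 hours before the ATP read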
TRPM1 prom inh = reduces MITF-dependent TRPM1 promoter luciferase signal | SK-MEL-5 TRPM1 promoter luciferase, 24 h | inhibition, % at 12.5 µM | 330,000 compounds, 0.83% hits;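 active means mean inhibition across replicates of 60% or more, whatever share of single replicates reaches that level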; further: values of inactives mirror those of a sister screen read the other way
KKLEB cytotox = counter-screen for CF NF-kB inhibitors: cytotoxicity; KKLEB CF airway cells viability, ATPlite luminescence, overnight; active compounds read low; cells stimulated with P. aeruginosa culture filtrate; activity change (cytotoxicity), % at 5 µM; 360,000 compounds, 0.36% hits; AID 602141;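 active means corrected activity change at or below -50% at 5 µM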
TRAIL sens C8 = sensitizes caspase-8 expressing cells to TRAIL; NB7+C8 cells + TRAIL, ATPlite viability luminescence; inhibition (viability loss, TRAIL sensitization), % at 10 µM; 360,000 compounds, 1% hits;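 active means compounds causing at least 50% loss of cell viability in the single-dose screen, relative to plate controls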
NR2E3 ag-1 = activates human NR2E3 receptor. CHO-S Gal4-NCOR/VP16-NR2E3 two-hybrid, luciferase. inhibition of corepressor binding, % at 3.98 µM. 360,000 compounds, 0.35% hits. Q9Y5X4. AID 602229;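 active means inhibition above the mean of all tested compounds plus 3 SD, cut at about 70% in these data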;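 further: 0% = DMSO with NR2E3 transfected cells and 100% = cells lacking NR2E3 construct; higher means lower luciferase signal from less NR2E3 corepressor binding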
Target sequence (Q9Y5X4 whole entry, looked up, the tested form may be a part): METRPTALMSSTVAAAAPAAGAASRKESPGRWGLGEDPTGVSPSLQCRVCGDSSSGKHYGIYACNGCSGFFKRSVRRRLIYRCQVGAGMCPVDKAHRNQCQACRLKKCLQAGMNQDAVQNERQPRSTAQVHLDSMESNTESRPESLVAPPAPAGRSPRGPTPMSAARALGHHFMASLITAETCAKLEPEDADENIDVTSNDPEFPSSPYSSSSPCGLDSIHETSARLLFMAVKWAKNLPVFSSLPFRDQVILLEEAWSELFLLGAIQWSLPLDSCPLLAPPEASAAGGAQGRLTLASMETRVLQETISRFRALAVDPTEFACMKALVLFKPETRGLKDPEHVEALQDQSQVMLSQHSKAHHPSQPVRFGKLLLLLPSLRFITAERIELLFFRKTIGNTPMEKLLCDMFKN
NR2E3 ag-2 = agonists of human nuclear receptor NR2E3. Q9Y5X4. GST-NR2E3/biotin-RetCOR TR-FRET, 1536-well. inhibition of corepressor binding, % at 4.78 µM. 320,000 compounds, 0.12% hits. AID 2300;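 active means percent inhibition above the cutoff of mean plus 3 SD of all tested compounds, set per screening campaign, cut at about 20% in these data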;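 further: 0% = DMSO wells and 100% = biotin wells as full block of FRET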
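Material: NR2E3–RetCOR corepressor complex / Incubation: Compound–protein incubation for 5 h at 4 °C / Dosing: compound at 4.8 µM, single dose / Detection: time-resolved FRET / Benchmarks: high control biotin, low control 0.6% DMSO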
Shn3 3UTR inh = reduces Shn3 3'UTR luciferase signal in osteoblasts; Clone20 osteoblast Shn3 3'UTR firefly luciferase, 24 h; inhibition, % at 12.5 µM; 360,000 compounds, 0.52% hits; AID 588674;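 active means mean inhibition of at least 75% with every replicate also reaching 75%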;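 further: 0% = median of neutral control wells and 100% = pilot-screen positive control compound; some compounds past the cut are filed as inactive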
LMP1 NFkB inh = reduces LMP1-driven NF-kappaB luciferase signal. AID 504558. inhibition, % at 12.5 µM. LMP1-induced NF-kappaB luciferase reporter cells, luminescence. 350,000 compounds, 0.69% hits; in the data active means inhibition above about 41%;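 further: 0% = neutral control wells and 100% = reference inhibitor control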
HIF-2a block = blocks HIF-2a reporter activity; AID 624352; inhibition, % at 18.8 µM; 786-0 RCC cells HIF-2a reporter, luciferase luminescence, overnight; 360,000 compounds, 0.72% hits;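 active means inhibition of the luminescence signal of 40% or more relative to plate controls, in a single-dose primary screen at 18.75 µM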
CF NFkB block = inhibitors of cystic fibrosis induced NF-kB | 360,000 compounds, 0.86% hits | inhibition, % at 5 µM | KKLEB NF-kB-GFP reporter, PAF-induced, GFP fluorescence overnight;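 active means at least 50% inhibition at 5 µM, scaled per plate between neutral and stimulator controls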;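 further: PAF is a Pseudomonas aeruginosa culture filtrate used as stimulus; plate controls were PAF-stimulated DMSO wells for no effect and unstimulated DMSO wells for full effect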
Starred values were filed as active, the others as inactive; / = not tested or not shown. An excerpt. The share of hits here may be higher or lower than overall.

SMILES	Peg3 promoter	hiPSC survival	TRPM1 prom inh	KKLEB cytotox	TRAIL sens C8	NR2E3 ag-1	NR2E3 ag-2	Shn3 3UTR inh	LMP1 NFkB inh	HIF-2a block	CF NFkB block
Cc1nn(C(C)C(=O)O)c(=O)c2c1sc1ccccc12 (configuration not stated)	7	-1.2	7	25	-16	-2	8	14	-3	2	-9
COc1ccc(NC(=O)c2ccco2)cc1NC(=O)c1c(F)c(F)c(OC)c(F)c1F	-1	0.0	3	-1	9	-14	-2	10	-10	10	-2
COc1ccc(OCC(O)CNC(C)c2ccccc2)cc1 (configuration not stated)	-6	0.7	-14	-13	14	-10	-2	-1	-1	18	-4
CCOc1cc(C2C3=C(CC(C)(C)CC3=O)N(C)C3=C2C(=O)CC(C)(C)C3)ccc1O	5	-0.3	5	-5	11	-20	3	7	5	18	3
CCOc1cc(NC(=S)NCc2ccco2)c(OCC)cc1NC(=O)c1ccco1	16	-2.0	16	-4	1	-24	3	0	7	7	12
CCOCCCn1c(SCc2nc3sc(C(=O)O)c(C)c3c(=O)[nH]2)nnc1-c1ccc(Cl)cc1	7	0.0	10	4	18	-27	1	-4	3	11	7
Cc1ccc(SCc2ccc(C(=O)Nc3cccc([N+](=O)[O-])c3C)cc2)cc1	-4	-1.7	1	-14	8	-25	1	25	5	1	6
Cc1nn(C)c(C(=O)NNC(=O)NC2CCCCC2)c1Cl	8	-0.5	3	1	7	6	/	-2	2	2	-24
O=C(Nc1nnc(CCN2CCOCC2)s1)C1CCCCC1	-58	2.8	0	16	8	-16	-1	-8	-4	-4	-20
CCOC(=O)c1c(NC(=S)NC(=O)c2ccc(Cn3cc(Cl)cn3)o2)sc2c1CCCCC2	13	1.5	9	-30	11	-6	-2	-6	-5	5	33
CCc1ccc(NC(=S)N2CCC(NC(=O)C3CCCCC3)CC2)cc1	5	0.6	2	11	4	-15	5	7	-11	-3	-7
CCC(=O)n1nc(NCc2ccccc2OC)nc1NCc1ccccc1OC	26	6.3	6	3	0	-16	2	24	-4	12	14
COc1ccc(NC(=O)c2cc(-c3ccccn3)nc3c(C)cc(C)cc23)c(C)c1	28	-0.3	16	-6	1	3	1	34	-12	13	-23
O=C1OCC/C1=C\NCCCN/C=C1\CCOC1=O	1	5.3	/	3	-2	19	/	13	3	10	-4
COc1ccc2nc(NC(=O)CCN3C(=O)c4ccccc4C3=O)sc2c1	19	-2.1	-6	12	-7	-6	0	7	-2	0	0
NC(=O)c1[nH]cnc1N=NN(CCO)Cc1ccccc1	-7	1.3	/	-4	-11	1	/	10	2	-7	-9
CC(C)(C)C(=O)Nc1ccc(-c2nc3ccccc3c(=O)o2)cc1	2	-4.2	15	1	59*	-46	3	9	10	6	10
O=C(NN1C(=O)c2ccccc2NC1c1ccoc1)c1ccc([N+](=O)[O-])cc1 (configuration not stated)	4	0.4	-1	-6	-1	-21	4	5	-22	1	1
Cc1cc(Nc2ccccc2)nn1C(=O)c1ccc([N+](=O)[O-])cc1	-10	-1.7	-6	2	-2	-10	-5	-10	-3	-19	-7
CCOc1ccccc1NC1=NCC(=O)N1Cc1ccc(F)cc1	8	6.2	8	8	-8	-2	3	10	-9	1	-6
Cc1cnc(C(=O)N2CCN(S(=O)(=O)c3cccc(Br)c3)CC2)cn1	-7	-2.7	0	20	-19	-2	/	5	-4	3	-9
S=C(NCc1ccccn1)Nc1ccccc1Cl	-195	-0.1	0	-20	-7	-13	0	4	-13	-214	-11
O=C(Nc1ccc(C(F)(F)F)cc1)c1csc(-c2ccncc2)n1	6	0.0	10	-13	3	-11	1	9	-2	-12	-8
COc1ccc(S(=O)(=O)NCCc2cn3nc(C)c(C)nc3n2)cc1C	-2	0.2	-7	9	-12	-37	0	-3	-3	11	-14
CCc1cc(-c2n[nH]c(=S)n2-c2cccc(C)c2)cs1	-8	-4.6	-11	2	6	-14	4	-6	-1	-39	-17
CC1CCN(S(=O)(=O)c2cc(Cl)ccc2Br)CC1	16	-0.5	-4	2	-21	-1	-1	-2	4	13	15
C/C(=N/NC(=O)c1ccc2nc[nH]c2c1)c1cccs1	-118	-1.9	-49	1	30	2	2	-14	52*	-91	6
O=C(CCN1C(=O)c2ccccc2C1=O)CN1CCOCC1	4	-0.1	6	-10	-1	-17	-2	-3	3	16	14
COCCn1c(SCC(=O)N2CCCCC2)nc2ccccc2c1=O	11	-1.2	-17	-10	-8	-16	5	25	10	-18	12
Cc1ccc(C2(C)NC(=O)N(CC(=O)NNC(=O)c3ccccc3)C2=O)cc1 (configuration not stated)	9	-0.5	9	-10	-1	-9	3	-20	0	8	4
CCOC(=O)C1=C(C)Nc2ncnn2C1c1ccc2c(c1)OCO2 (configuration not stated)	10	-0.5	-1	-10	-6	1	1	21	-11	4	14
Cc1cc(NC(=O)c2cc([N+](=O)[O-])cc([N+](=O)[O-])c2)no1	8	0.3	/	0	6	-8	-1	-18	/	5	3
NS(=O)(=O)c1ccc(CCNC(=O)Cn2c(=O)c3cccn3c3cccnc32)cc1	13	-0.5	10	-6	-4	6	-4	4	-6	2	-7
CC(=O)Nc1cccc(-c2cnc(N)c(C(=O)c3cccnc3)n2)c1	71*	-1.3	44	-8	20	-13	/	-5	49*	41*	75*
CCCn1c(N)c(C(=O)COC(=O)CNC(=O)c2ccccc2OCC)c(=O)[nH]c1=O	1	0.2	4	2	5	-31	1	-13	2	-2	6
O=C(NC1CCSC1=O)C1CCCCC1 (configuration not stated)	-6	0.2	1	-5	1	-20	3	6	6	6	9
Cc1ccc(-c2csc3ncnc(Cl)c23)cc1	-3	0.0	19	4	10	0	4	-13	5	6	20
O=C(NC(=S)Nc1cc(-c2nc3ccccc3[nH]2)ccc1Cl)c1ccc2c(c1)OCO2	100*	-0.9	55	-37	17	-105	4	25	11	-275	-9
Cc1nc2oc3ccc(F)cc3c(=O)c2cc1C(=O)NC(C)(C)C	-158	-0.2	-22	2	-2	-67	3	-22	-13	-195	4
O=C(O)C1CCC(=O)N(C2CCCCC2)C1c1ccccc1 (configuration not stated)	17	2.5	8	-4	10	-13	2	-13	-4	17	8
CCOc1ccc(S(=O)(=O)N(C)c2ccc(OCC(=O)NC3=NCCS3)cc2)cc1	3	-0.5	-2	2	0	1	5	6	1	5	-20
CC(/C=C/c1ccc2c(c1)OCO2)=N\NC(=O)c1cccc([N+](=O)[O-])c1	-18	-1.2	7	1	26	-36	-1	3	8	9	8
CCOc1ccc(S(=O)(=O)N2CC(=O)Nc3ccccc32)cc1C#N	-1	3.3	0	-8	-7	-11	3	-21	10	15	-3
N#Cc1c(F)cccc1N1CCOCC1	-9	3.0	10	-1	2	-11	1	-6	2	13	-6
CC1(C(=O)Nc2ccc3c(c2)OCO3)CC1(Cl)Cl (configuration not stated)	-42	0.4	-12	-24	4	-2	-2	-22	-11	-57	14
COc1cc(C(=O)NCC2CCCCC2)cc(OC)c1OC	3	-0.3	4	-4	-5	-1	-2	-11	0	-2	-4
Cc1sc2ncnc(N3CCC(C(=O)Nc4ccc(S(N)(=O)=O)cc4)CC3)c2c1C	23	0.1	-15	-24	-2	-12	1	3	0	19	48
O=C1CC(N2CCOCC2)=NN1c1ccc([N+](=O)[O-])cc1	-28	0.6	-4	4	13	-5	0	38	7	-31	-48
CC(=O)Nc1ccc(S(=O)(=O)N2CCSC2c2ccco2)cc1 (configuration not stated)	3	-0.6	6	-4	-24	-1	-1	-8	-4	9	-10
CC1(Cc2ccccc2OC(F)(F)F)C(=O)Nc2c(Cl)ccc(Cl)c21 (configuration not stated)	32	-1.0	/	1	12	4	/	3	/	12	7
CC(C)c1ccc(/C=N/NC(=O)c2nnn(-c3nonc3N)c2CN(C)C2CCCCC2)cc1	65*	0.2	4	-16	3	1	2	15	-10	5	2
COC(=O)C1=C[C@@H](C(=O)OC)[C@@H]2C3=C(C(=O)[C@]2(C)NC(=O)c2ccccc2)[C@H](C)n2c(=O)n(-c4ccccc4)c(=O)n2[C@@H]3C1	8	1.1	5	5	-7	-21	4	1	1	-10	6
CCCCn1nnc(NC(=O)CC23CC4CC(CC(C4)C2)C3)n1	-15	-4.6	-14	6	-7	-3	2	14	1	-10	5
COc1cc2c(=O)n(Cc3ccccc3)c(=O)n(CC(=O)NCC3CCCO3)c2cc1OC (configuration not stated)	-7	1.9	-2	8	9	-5	-1	18	5	2	-21
Clc1ccc(CSc2nnc([C@@H]3CCCN3)o2)cc1	-12	-0.6	15	5	-16	-15	-3	6	-2	8	-2
COc1ccc(C(C#N)N2CCC(c3ccccc3)=N2)cc1OC (configuration not stated)	-45	0.0	-11	-3	11	-30	-2	-15	-5	-62	7
CCCc1cc(C(=O)Nc2cc(OC)c(Cl)cc2OC)no1	-16	0.4	19	-8	-1	-24	2	18	-3	10	8
CCn1c(SCC(=O)NC(C)C(C)C)nc2cc(S(=O)(=O)N3CCOCC3)ccc21 (configuration not stated)	15	-0.2	-6	4	-17	-12	-1	-1	-1	7	9
O=C(CSc1nc2ccsc2c(=O)n1Cc1ccccc1)NCc1ccco1	0	-0.7	-16	5	-30	-15	0	4	-11	-15	8
O=C(O)CCC(=O)Nc1ccccc1C(=O)Nc1ccccc1	13	1.3	5	5	-7	20	4	15	2	7	8
O=C(CC1Sc2ccccc2NC1=O)OC(C(=O)NCCc1ccccc1)c1cccnc1 (configuration not stated)	12	-2.6	-1	-15	0	2	-1	-10	-2	13	3
CCOC(=O)N1CCN(C(=O)c2cc3c(=O)n(C)c4ccccc4c3n2C)CC1	8	-1.6	-1	-6	7	9	-1	5	0	6	-22
CCOc1ccc(N2C(=O)Nc3ccccc3C2(O)C(=O)NCc2ccc3c(c2)OCO3)cc1 (configuration not stated)	6	-3.3	-1	14	10	-3	2	38	-1	-11	-5

Profiles as entered above. Order of screens: Peg3 promoter, hiPSC survival, TRPM1 prom inh, KKLEB cytotox, TRAIL sens C8, NR2E3 ag-1, NR2E3 ag-2, Shn3 3UTR inh, LMP1 NFkB inh, HIF-2a block, CF NFkB block
Shown for O=C(O)CCC(=O)Nc1ccccc1C(=O)Nc1ccccc1 = 13, 1.3, 5, 5, -7, 20, 4, 15, 2, 7, 8
Shown for CC(C)c1ccc(/C=N/NC(=O)c2nnn(-c3nonc3N)c2CN(C)C2CCCCC2)cc1 = 65*, 0.2, 4, -16, 3, 1, 2, 15, -10, 5, 2
Shown for COC(=O)C1=C[C@@H](C(=O)OC)[C@@H]2C3=C(C(=O)[C@]2(C)NC(=O)c2ccccc2)[C@H](C)n2c(=O)n(-c4ccccc4)c(=O)n2[C@@H]3C1 = 8, 1.1, 5, 5, -7, -21, 4, 1, 1, -10, 6
Shown for Clc1ccc(CSc2nnc([C@@H]3CCCN3)o2)cc1 = -12, -0.6, 15, 5, -16, -15, -3, 6, -2, 8, -2
Shown for O=C(CSc1nc2ccsc2c(=O)n1Cc1ccccc1)NCc1ccco1 = 0, -0.7, -16, 5, -30, -15, 0, 4, -11, -15, 8
